# From PubChem BioAssay
# H9c2 protect – myocardial damage modulation in H9c2 cells; H9c2 cardiomyocytes, H2O2 injury protection, ATPLite, 2 h; protection from H2O2 cell death, % at 20 µM; actives 0.63% (n = 360,000); AID 588492;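 active = compounds giving at least 50% protection of heart cells from peroxide-induced death in the single-dose screen, raw or plate-pattern-corrected value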;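 also: 0% = DMSO wells with peroxide and 100% = DMSO wells without peroxide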
# HIF-2a block – inhibitors of HIF-2a; 786-0 RCC cells HIF-2a reporter, luciferase luminescence, overnight; inhibition, % at 18.8 µM; actives 0.72% (n = 360,000); AID 624352;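 active = inhibition of the luminescence signal of 40% or more relative to plate controls, in a single-dose primary screen at 18.75 µM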
# Peg3 prom inh – inhibitors of Peg3 promoter; HeLa PEG-Prom luciferase reporter, luminescence, overnight; inhibition, % at 20 µM; actives 1.7% (n = 360,000); AID 588405;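 active = inhibition of at least 50% at 20 µM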
# MITF TRPM1 inh – reduces MITF-dependent TRPM1 promoter luciferase signal; SK-MEL-5 TRPM1 promoter luciferase, 24 h; inhibition, % at 12.5 µM; actives 0.83% (n = 330,000); AID 488899;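 active = mean inhibition across replicates of 60% or more, whatever share of single replicates reaches that level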; also: values of inactives mirror those of a sister screen read the other way
# PDI inh – blocks human protein disulfide isomerase activity | PDI insulin aggregation turbidity, A650, 90 min | inhibition, % at 10 µM | actives 0.052% (n = 350,000);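 active = mean inhibition across replicates of 30% or more, whatever share of single replicates reach that level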;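 also: absorbance from insulin aggregation driven by PDI reduction with DTT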
# Target sequence (P07237 whole entry, looked up): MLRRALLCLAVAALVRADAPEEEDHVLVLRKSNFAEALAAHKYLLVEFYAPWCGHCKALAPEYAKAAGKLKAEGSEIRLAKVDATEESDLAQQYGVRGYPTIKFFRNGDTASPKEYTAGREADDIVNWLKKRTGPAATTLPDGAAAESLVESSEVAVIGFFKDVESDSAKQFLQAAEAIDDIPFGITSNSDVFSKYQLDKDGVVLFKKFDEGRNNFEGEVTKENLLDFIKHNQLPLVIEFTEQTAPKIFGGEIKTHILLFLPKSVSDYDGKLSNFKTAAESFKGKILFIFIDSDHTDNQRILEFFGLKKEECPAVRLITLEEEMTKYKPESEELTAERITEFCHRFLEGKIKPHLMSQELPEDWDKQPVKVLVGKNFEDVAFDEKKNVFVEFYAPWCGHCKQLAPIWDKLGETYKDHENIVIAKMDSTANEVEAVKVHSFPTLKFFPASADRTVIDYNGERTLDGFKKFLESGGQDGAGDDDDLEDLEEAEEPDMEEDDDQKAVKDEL
# Shn3 3UTR inh – reduces Shn3 3'UTR luciferase signal in osteoblasts; Clone20 osteoblast Shn3 3'UTR firefly luciferase, 24 h; inhibition, % at 12.5 µM; actives 0.52% (n = 360,000); AID 588674;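 active = mean inhibition of at least 75% with every replicate also reaching 75%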;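 also: 0% = median of neutral control wells and 100% = pilot-screen positive control compound; some compounds past the cut are filed as inactive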
# NR2E3 ag-1 – activates human photoreceptor nuclear receptor NR2E3. actives 0.12% (n = 320,000). inhibition of corepressor binding, % at 4.78 µM. GST-NR2E3/biotin-RetCOR TR-FRET, 1536-well. AID 2300;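 active = percent inhibition above the cutoff of mean plus 3 SD of all tested compounds, set per screening campaign, cut at about 20% in these data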;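 also: 0% = DMSO wells and 100% = biotin wells as full block of FRET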
#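 Material: NR2E3–RetCOR corepressor complex | Quantity: 1.35 nM GST-tagged NR2E3 final | Schedule: 5 h at 4 °C | Replication: Singlicate compound wells | Reagent: RetCOR corepressor, biotinylated, 7 nM | Controls: Biotin wells as high control, 0.6% DMSO wells as low control | Signal: TR-FRET, Eu(K)-anti-GST donor, streptavidin-D2 acceptor, ex 340, em 617/671 nm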
# hiPSC survival – increases survival of single human iPS cells; hiPSC single-cell survival, ATPlite luminescence; 100% = ROCK inhibitor wells, 0% = DMSO; survival enhancement, % at 20 µM; actives 0.044% (n = 360,000); AID 602274; in the data active = survival enhancement above about 18%;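 also: cells exposed to compounds for 16 hours before the ATP read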
# HTR2A ag – mouse HTR2A agonism via beta-arrestin recruitment; AID 624169; actives 0.66% (n = 360,000); P35363; activation, % at 7.6 µM; CHO-K1 mHTR2A beta-arrestin complementation, luminescence; percent of 30 µM serotonin response;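 active = activation above a run cutoff, the mean activation of all tested compounds plus 3 SD, cut at about 14% in these data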;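 also: 0% = plate median of compound wells and 100% = 30 µM serotonin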
# Target sequence (P35363 whole entry, looked up): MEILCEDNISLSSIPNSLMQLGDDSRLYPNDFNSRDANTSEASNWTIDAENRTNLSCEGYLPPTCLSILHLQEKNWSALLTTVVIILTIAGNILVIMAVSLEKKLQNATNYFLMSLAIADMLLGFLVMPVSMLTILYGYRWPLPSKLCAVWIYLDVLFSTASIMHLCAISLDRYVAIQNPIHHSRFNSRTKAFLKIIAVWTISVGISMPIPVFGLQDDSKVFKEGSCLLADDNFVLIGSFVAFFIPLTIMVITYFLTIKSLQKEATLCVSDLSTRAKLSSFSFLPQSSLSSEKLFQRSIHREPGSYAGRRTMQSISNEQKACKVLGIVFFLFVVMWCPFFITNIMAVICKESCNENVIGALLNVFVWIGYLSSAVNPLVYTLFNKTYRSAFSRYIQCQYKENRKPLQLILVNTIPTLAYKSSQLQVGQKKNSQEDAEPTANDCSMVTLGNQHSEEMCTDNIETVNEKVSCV
# CaV13 FRET inh – Disruptors of the CACNA1D IQ motif to Ca2+-dependent inactivation inhibitor domain association, primary screening, Förster resonance energy transfer in intact living … | AID 743397 | actives 0.098% (n = 340,000) | HEK cells, CFP/YFP FRET ICDI-IQ, plate reader, 10 min; percent FRET-ratio fall versus neutral wells | inhibition, % at 12.3 µM;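 active = mean replicate inhibition of at least 30% and at least 1% of replicates passing that level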;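 also: 0% = median of the neutral control wells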
# NR2E3 ag-2 – agonists of human NR2E3 nuclear receptor; actives 0.35% (n = 360,000); AID 602229; inhibition of corepressor binding, % at 3.98 µM; CHO-S Gal4-NCOR/VP16-NR2E3 two-hybrid, luciferase; Q9Y5X4;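 active = inhibition above the mean of all tested compounds plus 3 SD, cut at about 70% in these data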;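 also: 0% = DMSO with NR2E3 transfected cells and 100% = cells lacking NR2E3 construct; higher means lower luciferase signal from less NR2E3 corepressor binding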
# Numbers without * were called inactive; . = not tested or not shown.
# Value order – H9c2 protect	HIF-2a block	Peg3 prom inh	MITF TRPM1 inh	PDI inh	Shn3 3UTR inh	NR2E3 ag-1	hiPSC survival	HTR2A ag	CaV13 FRET inh	NR2E3 ag-2
Cc1ccc(-c2nc(-c3nccc4ccccc34)oc2-c2ccccc2)cc1
  -17	-87	-279	-39	-8	-33	-4	-0.5	-5	-3	-219
CCOC(=O)Cn1nc(C)n(-c2ccc(C(C)C)cc2)c1=O
  -1	18	-1	8	-12	-4	3	0.1	-2	-4	-9
O=C1c2ccccc2CCC12N=NCC2c1ccccc1 (centres undefined)
  -10	-15	6	-6	1	-19	0	-0.3	0	-5	10
O=c1cc(CN2CCC(Cc3ccccc3)CC2)nc2sccn12
  3	-20	1	-38	19	13	5	0.8	-4	9	-2
COc1ccc2[nH]cc(CC(=O)O)c2c1
  0	3	-4	8	.	10	-3	-0.5	1	.	-6
CCN1c2ccccc2NC2C1C(C(C)=O)C(=O)N2c1ccc(Cl)cc1 (centres undefined)
  -14	3	8	65*	0	13	0	2.2	-5	-7	-7
Cc1cccc(C)c1NC(=O)CN1CCN(c2ccc(F)cc2)CC1
  -2	4	6	.	.	-13	.	0.8	-1	-6	21
COc1ccc2[nH]c(=O)c(CN(CC3CCCO3)C(=O)Nc3ccccc3OC)cc2c1 (centres undefined)
  8	24	14	7	-3	0	.	-1.2	1	.	-13
CCOC(=O)C1CCN(C(=O)C2COc3ccccc3O2)CC1 (centres undefined)
  4	10	7	6	10	18	-1	-0.5	8	-2	-39
COCCNc1nc(NCC2CCCCC2)c2sc(-c3ccccc3)cc2n1
  -29	5	47	.	1	24	.	-4.8	-3	-14	-12
CCC(NCc1cccnc1)c1ccc(OC)c(OC)c1 (centres undefined)
  -4	19	5	-4	-1	6	.	0.1	4	-5	10
Cc1cc(C)c2cc(C#N)c(NCCCNC(=O)CCC(=O)O)nc2c1
  2	-1	-24	-3	-4	4	0	1.4	-2	-5	-1
Cc1cccc(C(=O)NNC(=S)NC(=O)c2cccs2)c1
  9	-50	-14	9	-1	-15	1	-0.2	-4	-5	54
COc1ccccc1CNC(=O)COC(=O)c1ccc(Cl)c(N)c1
  1	18	0	12	-3	18	-7	4.9	10	-7	10
O=C(C1Cc2ccccc2CN1S(=O)(=O)c1ccc(F)cc1)N1CCOCC1 (centres undefined)
  -2	0	14	-17	4	-12	-4	-1.7	-2	-7	-7
O=C(COc1ccccc1)Nc1ccc2c(c1)C(=O)N(CC1CCCO1)C2=O (centres undefined)
  -2	4	-8	-10	6	3	0	-0.6	2	-6	-10
Cc1[nH]c2ccccc2c1C(=O)CN1C(=O)C(=O)N(C2CCCC2)C1=O
  2	-1	-16	0	-2	0	-3	-0.1	1	-5	21
COc1ccc(C(N)c2csc(Nc3nncc4ccccc34)n2)cc1 (centres undefined)
  1	-19	3	.	1	3	.	-3.0	-2	-5	-5
Cc1cc2nc(-c3ccc(SCc4ccc(C#N)cc4)nc3)[nH]c2cc1C
  -2	-96	-58	-2	3	2	2	2.8	-4	-8	-36
Cc1ccc2cc(CN(CC3CCCO3)C(=S)NCc3ccco3)c(=O)[nH]c2c1C (centres undefined)
  1	11	18	-18	-6	-3	0	0.2	4	-5	-15
CC(C)CN1C(=O)C(=O)N(CC(=O)N2CCC(Cc3ccccc3)CC2)C1=O
  5	20	18	-9	-22	-9	-2	1.2	4	0	-15
Cc1cc(N)ccc1-n1c(C)ccc1C
  1	9	-7	0	-11	-5	3	-0.7	-2	-5	-22
O=c1cnnc(Nc2cccc(F)c2)[nH]1
  -8	21	17	31	-1	13	6	-1.2	-1	-5	-24
CCc1cc2c(CN3CCN(CCO)CC3)cc(=O)oc2cc1O
  0	-29	-19	5	28	-4	2	0.4	-3	-3	-13
CC(=O)N=c1n(C)c2ccccc2n1CCOc1ccccc1
  6	-1	-12	-7	-1	9	4	-2.1	1	-2	-33
Cc1ccc(SC/C(O)=C(\C#N)c2nc3ccccc3n2C)cc1
  -2	-133	-143	-8	-3	-25	11	-4.5	2	.	-61
COc1ccccc1N1CCN(C2CCCC(C)C2)CC1 (centres undefined)
  8	11	10	-1	1	15	2	-2.5	-2	-9	12
O=[N+]([O-])c1ccc2c(c1)-c1ccccc1C2=NO
  -8	-45	-17	-5	2	-9	.	1.0	-1	-5	-13
CC(C)N1C(=S)SC(C)(C)C1NO (centres undefined)
  1	11	14	8	-5	14	-1	-1.6	-3	.	-38
C/C=C/c1ccc(OCCOCCNCc2ccccc2)c(OC)c1
  3	9	15	-2	-5	2	-4	-0.7	0	7	7
CC(C)=C(NC(=O)c1ccccc1)C(=O)NC(Cc1ccccc1)C(=O)O (centres undefined)
  -2	4	8	2	-1	0	7	-0.2	-1	-2	15
COc1ccc(S(=O)(=O)N2CCOC2CNC(=O)C(=O)NCc2ccc(F)cc2)cc1 (centres undefined)
  -1	15	10	-4	3	7	1	1.2	0	-11	11
Cc1cc(Nc2cc(F)ccc2C)n2nc(C)nc2n1
  -6	11	16	8	.	23	1	-1.9	3	-5	-19
O=C(NNC(=O)c1ccc(Br)s1)c1csc(N2CCOCC2)n1
  1	10	3	.	-7	8	4	-0.5	-1	-6	12
CCc1ccc(Sc2cc(C(=O)NCCN3CCOCC3)c3ccccc3n2)cc1
  8	10	16	6	13	18	0	-0.9	-8	-5	-3
CCCn1nc(C(=O)OCn2nnc3ccccc3c2=O)c2ccccc2c1=O
  3	14	-6	-1	-6	-62	1	-1.3	3	-4	12
CCN(CC)CCNc1nc2ccccc2n1C
  7	4	4	-2	16	2	0	0.2	8	-4	-31
Cc1ccc(Cn2nnnc2CN2CCC(NC(=O)c3ccccc3F)CC2)cc1
  3	-84	-77	-2	-3	-12	-1	-1.2	-6	.	-17
Cc1ccc(N(C)S(=O)(=O)c2cccc(C(=O)Oc3ccc4c(C)cc(=O)oc4c3)c2)cc1
  20	11	24	1	-6	15	3	2.0	19*	-16	-34
CCOc1ccccc1NC(=O)CN(c1ccc(OC)c(OC)c1)S(=O)(=O)c1ccc(C)cc1
  1	10	23	.	18	6	.	5.5	-4	-11	-8
NC(N)=Nc1nc(CSCC/C(N)=N/S(N)(=O)=O)cs1
  10	-6	10	1	-4	-20	2	-1.5	1	-4	-16
Cc1ccccc1C(=O)OCn1nnc2ccccc2c1=O
  -3	1	4	-23	.	-12	-3	0.5	5	-5	2
COc1ccc(CCNC(=O)CN2C(=O)CCSc3ccccc32)c(OC)c1
  2	24	4	0	-18	11	0	-0.9	7	-3	-17
CCOC(=O)C1=C(C)c2ccccc2OC1(C)C(=O)OCC (centres undefined)
  -3	6	-8	2	-2	-3	.	-1.3	-5	-6	-5
N#CC1(NC(=O)COC(=O)c2cccc(-n3cnnn3)c2)CCCCC1
  4	18	-3	3	-5	-23	-2	-0.5	-7	-2	-9
CCN(CC(=O)Nc1ccc(Br)cc1)CC(=O)Nc1cc(C)on1
  0	3	8	12	8	8	.	-0.4	5	-9	0
O=C(NCc1ccccc1)c1nc(S(=O)(=O)Cc2ccccc2)ncc1Cl
  -13	85*	105*	49	3	94*	2	0.0	-10	-2	3
CCOc1ccccc1N(CC(=O)Nc1ccc(OC)c(OC)c1)S(=O)(=O)c1ccccc1
  -3	22	6	6	1	0	0	-0.3	-5	-20	10
Cc1ccc(C(=O)NC(=S)Nc2ccc3[nH]c(=O)[nH]c3c2)cc1
  -5	-19	-13	6	2	2	-3	1.8	3	-15	-1
COC(=O)CC(CP(=O)(O)CN(C)C=O)C(=O)OC (centres undefined)
  0	14	20	-6	-3	5	1	0.2	-3	-13	-18
Nn1cnc2sc3c(c2c1=O)CCC3
  -3	9	-4	-16	-2	-3	2	-1.4	-2	-4	-28
O=[N+]([O-])c1ccc(NCc2ccccc2)nc1
  -4	-128	-105	-58	-9	-13	6	-1.9	-5	-6	-59
CC(=O)C(Sc1nnnn1-c1ccccc1)C(C)=O
  1	11	6	4	7	-5	2	-0.5	4	-5	16
Cn1c(=O)c2c(ncn2CC(=O)N2CCN(c3ccc([N+](=O)[O-])cc3)CC2)n(C)c1=O
  1	13	12	-2	5	-17	-2	0.0	7	-4	-16
COc1ccc(/C=N/NC(=O)CN2CCS(=O)(=O)CC2)cc1
  5	10	10	3	-2	-8	2	0.6	2	-3	5
Cc1ccsc1/C=N/NC(=O)c1ccc2nc[nH]c2c1
  2	-103	-29	1	0	-27	-1	3.3	1	-5	4
N/C(=N\OC(=O)C1CCCCC1)c1ccccn1
  -10	-124	-159	-23	3	-17	5	-3.3	3	-7	-110
O=C(O)CCCCCN1C(=O)/C(=C\c2cn(-c3ccccc3)nc2-c2cccs2)SC1=S
  -2	5	15	6	0	-19	1	-0.5	0	-2	-4
CCn1c(C(=O)N2CCC(C(=O)NCc3ccc4c(c3)OCO4)CC2)cc2sccc21
  7	6	9	-4	.	22	.	-1.9	2	6	14
O=C(C=Cc1ccccc1O)c1ccccc1O
  -10	-5	19	25	24	-54	.	-3.5	-1	-6	-12

# Other entries:
# Value order – H9c2 protect	HIF-2a block	Peg3 prom inh	MITF TRPM1 inh	PDI inh	Shn3 3UTR inh	NR2E3 ag-1	hiPSC survival	HTR2A ag	CaV13 FRET inh	NR2E3 ag-2
COc1cc(/C=N/n2cnnc2)ccc1OS(=O)(=O)c1ccccc1[N+](=O)[O-]
  16	-1	-28	1	-19	-6	-1	-0.5	-2	-5	19
CC(C)CN(CCNC(=O)CN1C(=O)CSc2ccc(S(=O)(=O)N3CCOCC3)cc21)CC(C)C
  -2	19	-11	8	0	4	1	-0.1	4	6	-9
CCCC(=O)N(Cc1cc2cc(OC)ccc2[nH]c1=O)c1ccccc1OC
  8	14	-5	.	14	-7	.	5.2	8	-12	-7
Cc1ccc(S(=O)(=O)c2nc(-c3ccccc3)oc2N2CCC(C(N)=O)CC2)cc1
  -1	18	18	0	-2	4	3	-0.4	7	-10	8
COc1ccc(C(=O)C2CCCN(C(=O)c3ccc(CSC)o3)C2)cc1F (centres undefined)
  9	-12	11	5	-19	2	2	-0.4	6	-5	9
COc1cccc(-c2nc(CS(=O)(=O)CC(=O)NCCCc3ccccc3)c(C)o2)c1
  -2	4	2	10	0	-10	-1	-0.5	-1	-14	14
Cc1ccc(S(=O)(=O)N2[C@@H](c3ccccc3F)C(C(=O)O)=CC[C@H]2c2cccc(Cl)c2)cc1
  -2	6	4	-10	-2	-3	3	3.4	3	-5	-17
